Compound activity as filed in PubChem BioAssay.
MC4R barr agon: activates human MC4R beta-arrestin recruitment | activation, % at 8.9 µM | U2OS MC4R beta-arrestin complementation, luminescence; percent of melanotan II response, DMSO zero | AID 540308 | 0.98% of 360,000 active | P32245;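 active = activation above a per-plate cutoff, the mean activation of sample wells on that plate plus 3 SD, cut at about 8% in these data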
PDI turbidity: blocks human protein disulfide isomerase activity. P07237. PDI insulin aggregation turbidity, A650, 90 min. inhibition, % at 10 µM. 0.052% of 350,000 active;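 active = mean inhibition across replicates of 30% or more, whatever share of single replicates reach that level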;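 also: absorbance from insulin aggregation driven by PDI reduction with DTT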
Vif inh: HIV Vif inhibition | HEK293T cells, Vif self-association by quenched fluorescence, imaging, 24 h | inhibition, % at 7.49 µM | 0.35% of 340,000 active; in the data active = inhibition above about 50%, passing the limit was not always enough; also: some results filed as inactive read as strong as hits
CaV13 ICDI inh: Primary screen for inhibitors of IQ motif and Ca2+-dependent inactivation inhibitor domain binding in CACNA1D, Förster resonance energy transfer in living cells, … | HEK cells, CFP/YFP FRET ICDI-IQ, plate reader, 10 min; percent FRET-ratio fall versus neutral wells | inhibition, % at 12.3 µM | 0.098% of 340,000 active | AID 743397;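 active = mean replicate inhibition of at least 30% and at least 1% of replicates passing that level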;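 also: 0% = median of the neutral control wells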
N-glyco inh: blocks N-linked glycosylation in D54 reporter cells; D54 ERlucT glycosylation luciferase reporter, 24 h; percent of 100 nM tunicamycin response; reporter increase, % at 12.5 µM; 0.23% of 360,000 active;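 active = mean luciferase reporter signal, scaled so untreated is 0 and the glycosylation-blocking control 100, at or above a set limit in every replicate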;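 also: luciferase carries N-glycosylation sites so blocking glycosylation raises the light; 0% = median of neutral control wells and 100% = median of 100 nM tunicamycin wells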
MC4R antag cAMP: human MC4R antagonism in cAMP assay; P32245; MC4R-expressing cells, MTII-stimulated cAMP, LANCE TR-FRET; inhibition, % at 6.5 µM; 0.48% of 360,000 active;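 active = inhibition above its plate's cutoff, the mean of tested wells on that plate plus 3 SD, cut at about 29% in these data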;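 also: 0% = Melanotan II alone and 100% = Melanotan II plus saturating MCL0020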
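system = U2OS cells with stable human MC4R expression | also added = Melanotan II challenge after compound preincubation | dosing = one concentration, 6.5 µM nominal | incubation = compound 30 min, challenge 1 h, detection 1 h | measured by = TR-FRET with Eu-cAMP and labeled anti-cAMP, 671 nm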
HTR2A ag: mouse HTR2A agonism via beta-arrestin recruitment | P35363 | CHO-K1 mHTR2A beta-arrestin complementation, luminescence; percent of 30 µM serotonin response | activation, % at 7.6 µM | 0.66% of 360,000 active | AID 624169;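 active = activation above a run cutoff, the mean activation of all tested compounds plus 3 SD, cut at about 14% in these data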;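 also: 0% = plate median of compound wells and 100% = 30 µM serotonin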
ABCB6 inh MLPCN: blocks the human ABCB6 transporter; Q9NP58; K562-ABCB6 porphyrin accumulation, flow cytometry, 1 h; hits give low values; fluorescence ratio to DMSO, % at 10 µM; 0.19% of 360,000 active; AID 602162;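 active = fluorescence ratio to DMSO below 75%, the collection mean minus 3 SD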;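 also: signal is porphyrin accumulated inside mitochondria; 100% equals median channel fluorescence of DMSO control wells; lower ratio means ABCB6 inhibition with less porphyrin fluorescence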
Target sequence (Q9NP58 whole entry, looked up): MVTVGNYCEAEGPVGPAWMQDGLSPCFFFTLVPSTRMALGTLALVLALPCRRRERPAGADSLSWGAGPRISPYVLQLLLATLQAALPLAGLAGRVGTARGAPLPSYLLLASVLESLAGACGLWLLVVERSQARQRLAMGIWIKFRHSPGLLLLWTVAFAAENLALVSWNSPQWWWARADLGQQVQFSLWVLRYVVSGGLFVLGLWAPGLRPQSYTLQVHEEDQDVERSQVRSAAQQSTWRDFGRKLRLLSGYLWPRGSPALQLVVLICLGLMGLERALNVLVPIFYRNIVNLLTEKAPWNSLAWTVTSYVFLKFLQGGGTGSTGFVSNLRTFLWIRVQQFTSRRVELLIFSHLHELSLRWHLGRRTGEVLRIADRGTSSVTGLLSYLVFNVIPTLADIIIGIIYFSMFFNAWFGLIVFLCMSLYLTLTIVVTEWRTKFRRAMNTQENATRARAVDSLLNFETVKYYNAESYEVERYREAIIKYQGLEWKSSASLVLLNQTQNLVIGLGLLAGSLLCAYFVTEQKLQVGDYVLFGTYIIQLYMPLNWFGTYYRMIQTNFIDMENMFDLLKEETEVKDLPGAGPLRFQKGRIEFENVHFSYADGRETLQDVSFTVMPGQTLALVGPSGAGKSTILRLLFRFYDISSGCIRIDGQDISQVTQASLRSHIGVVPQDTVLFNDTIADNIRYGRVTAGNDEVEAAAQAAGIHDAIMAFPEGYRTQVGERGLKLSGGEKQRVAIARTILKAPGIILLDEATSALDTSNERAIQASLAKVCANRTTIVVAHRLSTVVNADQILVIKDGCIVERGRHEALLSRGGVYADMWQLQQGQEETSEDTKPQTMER
aDG glyco up: increases alpha dystroglycan glycosylation; Pro5-aDG cells, alpha-DG glycosylation AlphaScreen (IIH6); 0% Pro5, 100% B10-LARGE cell signal; 0.22% of 360,000 active; activation, % at 10 µM; AID 624168;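 active = activation of at least 8% versus controls, or a plate z-score of at least 8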;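 also: Pro5 are CHO cells carrying HIG-tagged alpha-DG that lacks glycosylation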
H9c2 protect: protects H9c2 cardiomyocytes from peroxide injury | protection from H2O2 cell death, % at 20 µM | H2O2 injury protection, ATPLite, 2 h | AID 588492 | 0.63% of 360,000 active;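 active = compounds giving at least 50% protection of heart cells from peroxide-induced death in the single-dose screen, raw or plate-pattern-corrected value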;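 also: 0% = DMSO wells with peroxide and 100% = DMSO wells without peroxide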
The depositor's hits bear a star; x = not tested or not shown.

SMILES	MC4R barr agon	PDI turbidity	Vif inh	CaV13 ICDI inh	N-glyco inh	MC4R antag cAMP	HTR2A ag	ABCB6 inh MLPCN	aDG glyco up	H9c2 protect
c1ccc(Cn2nnnc2CN2CCOCC2)cc1	-0.6	-7.3	-5.2	-4.8	0.3	3.6	4.0	87.0	0.0	-4.2
CCOC(=O)c1c(C)[nH]c(C)c1C(=O)CSc1nc2ccccc2[nH]1	-2.0	0.1	2.1	-4.2	2.4	1.5	-3.0	98.0	0.2	14.1
Cc1ccc(NC(=O)CN2C(=O)S/C(=C\c3cccn3C)C2=O)cc1	14.8*	-4.0	-11.4	-8.5	0.3	8.1	-6.4	104.0	0.0	-7.7
O=[N+]([O-])c1ccc2ncnc(Nc3ccc4c(c3)OCCO4)c2c1	2.0	-0.8	-3.6	-1.0	-9.5	27.3	6.6	99.0	-0.2	9.1
CCCCCCCN1CCN=C1Nc1ccccc1	0.2	0.1	-4.2	-10.1	-1.4	4.7	0.2	91.0	0.2	-5.5
COc1c(/C=N/Nc2nc(N3CCCCC3)nc(N3CCCCC3)n2)cccc1[N+](=O)[O-]	1.8	-12.7	-16.1	-4.7	-2.9	19.2	-2.3	100.0	-0.4	-9.9
Cc1ccc(SCC(=O)O/N=C(\N)c2ccncc2)cc1	-3.2	-4.1	0.2	-5.4	1.4	2.7	1.2	104.0	0.1	-2.6
CCOC(=O)c1sc2nc(CSc3ccccc3)nc(NCCN(C)C)c2c1C	0.2	8.3	-4.6	-21.0	1.8	7.5	-4.7	100.0	8.4*	14.6
CC(=O)N1N=C(c2c(-c3ccccc3)c3cc(Br)ccc3[nH]c2=O)CC1c1ccco1 (stereo not drawn)	7.2	2.1	-5.3	-7.0	1.3	15.3	24.5*	102.0	0.3	-11.0
CC(=O)Nc1ncc(Cc2cccc(Cl)c2Cl)s1	1.2	-0.8	16.1	4.2	0.4	17.3	-2.1	98.0	0.7	-6.7
Fc1cccc(-c2cc3nc(-c4ccccc4)cc(N4CCC5(CC4)OCCO5)n3n2)c1	-1.4	-4.5	-2.9	0.5	0.2	1.1	-3.1	94.0	1.0	3.8
C(/C=C/c1ccccn1)=C\c1ccccc1	-1.3	2.5	19.6	-3.6	-11.1	-7.5	0.0	98.0	0.0	-15.5
O=C(O)c1cccc(N2C(=O)C=CC2=O)c1	1.5	14.5	-2.5	-9.2	-1.8	-1.7	7.4	95.0	-0.3	2.2
O=C(c1ccccc1)c1ccccc1N/C=C/c1nnnn1-c1ccccc1	-2.1	7.1	6.4	-5.4	-2.5	-2.6	-7.0	93.0	-0.1	-2.3
O=C(Nc1nc2ccccc2s1)C1CC(=O)N(c2ccc(Cl)cc2)C1 (stereo not drawn)	0.1	1.7	x	x	3.9	10.8	1.0	88.0	0.4	-8.4
N#C/C(C(=O)Nc1ccc(Cl)cc1)=C(/S)Nc1ccccc1	-2.7	0.0	4.4	-4.3	2.3	10.7	5.8	108.0	0.3	-5.4
O=C(Nc1ccc2c(c1)OCCO2)C(CCc1ccccc1)N1CCC(Cc2ccccc2)CC1 (stereo not drawn)	x	x	x	-5.8	-4.1	x	-5.2	100.0	-0.3	-7.6
Cc1n[nH]c(C)c1S(=O)(=O)N1CCCC(C(=O)NCc2cccs2)C1 (stereo not drawn)	0.6	27.6	2.7	-3.7	1.1	6.0	3.3	93.0	0.0	-2.6
C=CCOC(=O)C1=C[C@@H](c2ccc(Br)cc2)C[C@@H](OCCCCO)O1	-0.2	0.1	51.3*	-10.4	-1.0	2.8	3.1	103.0	0.3	0.6
O=C(O)CCn1c(=O)[nH]c(=O)n(CCC(=O)O)c1=O	-1.8	-13.4	-6.0	-0.4	1.3	1.7	-2.4	86.0	-0.3	0.9
Cc1ccc(CN(C(=O)Cn2nnc3ccccc32)C(C(=O)NCc2ccco2)c2ccc(C)o2)cc1 (stereo not drawn)	-0.5	8.9	-15.6	x	-5.7	0.1	10.8	100.0	0.0	-2.2
CC(C)(C)NC(=O)NC(=O)CSc1nnc(-c2ccccc2F)n1N	-1.9	2.6	x	-5.3	7.8	0.2	-1.0	95.0	0.2	7.1
CCN(CC1CCCO1)C(=O)c1cc(COc2cc(C)c(Cl)c(C)c2)on1 (stereo not drawn)	-1.4	-6.8	13.4	-5.9	-4.0	10.8	3.2	99.0	0.0	-7.2
COc1ccc(CN2CCC(N(CCc3ccccc3)Cc3ccccc3)CC2)c(OC)c1	0.5	-0.4	-3.7	-2.5	-5.1	-1.6	-6.7	88.0	1.4	-33.2
CCc1cccc(C)c1NC(=O)C1CC=CCC1C(=O)O (stereo not drawn)	-0.1	1.9	8.5	7.0	2.3	1.8	0.8	102.0	-0.3	0.6
Next section:
SMILES	MC4R barr agon	PDI turbidity	Vif inh	CaV13 ICDI inh	N-glyco inh	MC4R antag cAMP	HTR2A ag	ABCB6 inh MLPCN	aDG glyco up	H9c2 protect
CCOc1ccc(NS(=O)(=O)c2cccs2)cc1S(=O)(=O)N1CCCC1	-1.8	0.8	x	-11.8	-6.0	16.1	2.1	90.0	0.0	3.1
Cc1ccccc1-n1cc(CNC(=O)CC2C(=O)NCCN2C/C=C/c2ccccc2)cn1 (stereo not drawn)	-2.7	2.0	-3.5	-5.9	0.4	5.0	-0.2	104.0	0.6	-1.2
O=C(Nc1cc(C(F)(F)F)ccc1Cl)C(Sc1cccc[n+]1[O-])c1ccccc1 (stereo not drawn)	-3.0	-2.1	2.2	-5.7	1.9	4.1	-0.5	105.0	0.5	-1.6
CC1(C)O[C@@H]2[C@H](O1)[C@@H](CO)O[C@H]2n1cnc2c(=O)[nH]cnc21	1.4	6.3	-3.5	-5.6	-0.1	13.2	-1.0	98.0	-0.1	3.3
CC1CCCCC1NC(=O)Cn1ncc2ccccc21 (stereo not drawn)	0.0	-12.7	-2.0	2.7	-2.8	8.2	-4.8	99.0	0.1	3.3
CC(=O)N=c1c(C#N)cc2c(=O)n3cccc(C)c3nc2n1CCCOC(C)C	0.8	5.5	1.0	-8.9	-1.3	-4.2	2.8	106.0	-0.2	13.2
CCCNC(=O)c1ccc(N2CCC3(CC2)CC(c2cccc(Br)c2)=NO3)c(NC(=O)c2cccc(OC)c2)c1	0.6	-15.3	-14.2	-8.5	-3.8	18.7	0.6	88.0	0.0	2.8
CCOC(=O)C1Oc2ccccc2C(c2ccc(C)cc2)=C1C(=O)OC (stereo not drawn)	-0.5	8.0	-2.2	-7.1	-2.6	4.7	-5.3	99.0	-0.2	-4.0
O=C(Nc1ccc(N2CCOCC2)c(F)c1)c1ccncc1	-1.3	1.9	8.8	x	-0.1	-1.5	-0.1	102.0	0.0	2.2
Cc1ccc(C)c(-n2ccnc2SCC(=O)O)c1	-1.8	21.2	-0.3	-5.5	1.3	-0.5	-4.3	98.0	-0.2	-1.2
COc1ccnc2c1c(=O)n(Cc1ccc(Cl)cc1)c(=O)n2C	-0.8	13.0	-1.1	-13.4	1.4	-1.3	-7.1	101.0	0.4	5.1
COc1ccc(S(=O)(=O)N2CCN(Cc3cccnc3)CC2)cc1	0.4	7.1	23.7	-5.8	1.1	5.9	0.3	95.0	-0.6	-1.2
CC(Oc1ccccc1F)C(=O)NNC(=O)CCNC(=O)c1ccccc1Cl (stereo not drawn)	-1.6	-7.7	7.3	-6.0	2.0	19.5	0.9	92.0	-0.2	0.6
Cc1cccc(NC(=S)NCCc2ccc(Cl)cc2)c1C	0.3	8.1	2.0	-5.4	-2.2	-0.7	12.0	93.0	0.6	-6.5
Cc1ccc(S(=O)(=O)N/N=C/c2c(F)cccc2Cl)cc1	-2.4	18.7	9.2	-5.9	3.2	7.1	15.1*	101.0	0.0	7.2
CC(=O)N(C)c1ccc(N2CCOCC2)c2c1C(=O)c1ccccc1C2=O	0.7	2.1	0.4	-4.0	-0.9	-28.4	2.9	99.0	0.1	4.5
CC(C)(C(N)=O)c1ccccc1	-1.4	-7.9	1.7	-9.1	-0.2	1.5	5.3	101.0	0.1	1.4
CCOc1ccc(OCCn2nnc3ccccc3c2=O)cc1	0.1	0.7	-2.1	-4.2	-5.0	15.8	2.3	104.0	0.1	-7.5
O=C(Nc1nccs1)c1cccc(S(=O)(=O)N2CCOCC2)c1	-1.8	-0.6	3.7	x	1.9	6.6	-3.6	91.0	-0.4	17.9

Some of the entries above, reformatted:
molecule,MC4R barr agon,PDI turbidity,Vif inh,CaV13 ICDI inh,N-glyco inh,MC4R antag cAMP,HTR2A ag,ABCB6 inh MLPCN,aDG glyco up,H9c2 protect
Cc1ccc(C)c(-n2ccnc2SCC(=O)O)c1,-1.8,21.2,-0.3,-5.5,1.3,-0.5,-4.3,98.0,-0.2,-1.2
COc1ccnc2c1c(=O)n(Cc1ccc(Cl)cc1)c(=O)n2C,-0.8,13.0,-1.1,-13.4,1.4,-1.3,-7.1,101.0,0.4,5.1
COc1ccc(S(=O)(=O)N2CCN(Cc3cccnc3)CC2)cc1,0.4,7.1,23.7,-5.8,1.1,5.9,0.3,95.0,-0.6,-1.2
CC(Oc1ccccc1F)C(=O)NNC(=O)CCNC(=O)c1ccccc1Cl (stereo not drawn),-1.6,-7.7,7.3,-6.0,2.0,19.5,0.9,92.0,-0.2,0.6
Cc1cccc(NC(=S)NCCc2ccc(Cl)cc2)c1C,0.3,8.1,2.0,-5.4,-2.2,-0.7,12.0,93.0,0.6,-6.5
Cc1ccc(S(=O)(=O)N/N=C/c2c(F)cccc2Cl)cc1,-2.4,18.7,9.2,-5.9,3.2,7.1,15.1*,101.0,0.0,7.2
CC(=O)N(C)c1ccc(N2CCOCC2)c2c1C(=O)c1ccccc1C2=O,0.7,2.1,0.4,-4.0,-0.9,-28.4,2.9,99.0,0.1,4.5
CC(C)(C(N)=O)c1ccccc1,-1.4,-7.9,1.7,-9.1,-0.2,1.5,5.3,101.0,0.1,1.4
CCOc1ccc(OCCn2nnc3ccccc3c2=O)cc1,0.1,0.7,-2.1,-4.2,-5.0,15.8,2.3,104.0,0.1,-7.5
O=C(Nc1nccs1)c1cccc(S(=O)(=O)N2CCOCC2)c1,-1.8,-0.6,3.7,x,1.9,6.6,-3.6,91.0,-0.4,17.9

Not a hit list (roughly 3.6% active in at least one column).
